# From PubChem
# TbPYK inhibitor = blocks Trypanosoma brucei pyruvate kinase; Q57TT1; TbPYK enzyme, Kinase-Glo Plus ATP luminescence, 45 min; Potency, µM (titrated, usually from 76.8 µM), without a hit: top-dose activity, negative = inhibition, most hits filed as inhibitors; 0.12% of 410,000 active; further: potency means the concentration at half of the fitted maximal effect; nearly all actives have a fitted effect of over 50% in size
#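 Luminescence from Kinase-Glo Plus, added after a 45-minute room-temperature reaction, served as the end-point read-out. The enzyme and substrate were preincubated with compound before ADP (130 uM final) initiated turnover. Concentration-effect curves came from normalized qHTS data.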
# AmpC detergent = inhibitors of E. coli AmpC beta-lactamase with detergent | P00811 | AmpC hydrolysis of nitrocefin, absorbance 480 nm, 0.01% Triton | Potency, µM (top dose mostly 114 µM), for inactives: at the highest dose activity change, negative = inhibition, hits mostly inhibitors | 0.041% of 370,000 active;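 further: potency means the concentration at half of the fitted maximal effect; 0% = no-compound wells and -100% = no-enzyme wells; nearly all actives have a fitted effect of over 25% in size; some results filed as inactive show a strong effect at the top dose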
# Target sequence (P00811 whole entry, looked up): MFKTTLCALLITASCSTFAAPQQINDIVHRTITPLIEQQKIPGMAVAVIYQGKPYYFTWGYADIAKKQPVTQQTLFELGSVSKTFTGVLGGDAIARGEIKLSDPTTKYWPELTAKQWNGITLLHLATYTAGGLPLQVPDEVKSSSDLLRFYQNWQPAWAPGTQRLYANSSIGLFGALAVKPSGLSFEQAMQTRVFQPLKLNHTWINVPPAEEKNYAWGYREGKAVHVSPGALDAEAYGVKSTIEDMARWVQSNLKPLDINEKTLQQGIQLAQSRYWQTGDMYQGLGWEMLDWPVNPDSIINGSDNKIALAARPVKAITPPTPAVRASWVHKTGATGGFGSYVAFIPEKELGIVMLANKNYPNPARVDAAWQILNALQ
#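 20 mM phosphate pH 7.0 + 0.01% (detergent screen) or 0.0001% Triton X-100; 5.3 nM AmpC reagent; cpd preinc 15 min RT; nitrocefin (800 uM stock) to start; A480 q20 s × 4 min; Activity was normalised to no-enzyme and no-compound control wells.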
# HCV inh = inhibitors of hepatitis C virus infection. Potency, µM (doses to about 41.8 µM), for inactives: at the top dose activity change, negative = inhibition, usual class: inhibitors. 3.4% of 340,000 active. Huh7.5.1 HCVcc-Cre infection, luciferase reporter, 44 h; further: potency means the concentration at half of the fitted maximal effect
#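 Whole-lifecycle infectious HCVcc-Cre system; cells 1,000/well, compound then virus (~0.5 moi) added 4 h after plating, 44 h culture. Luciferase read 15 sec following 15 min substrate incubation, room temp.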
# AMA1 RON2 block = AMA1-RON2 (P. falciparum) interaction inhibition. AlphaScreen AMA1-biotinylated RON2 peptide binding. Potency, µM (series often up to 58.2 µM), for inactives: at the highest dose activity change, negative = inhibition, most hits filed as inhibitors. 0.2% of 360,000 active. AID 720542;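 further: potency means the concentration at half of the fitted maximal effect; 0% = vehicle wells and -100% = peptide control; nearly all actives have a fitted effect of over 45% in size; some results filed as inactive show a strong effect at the top dose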
#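 AMA1 (3D7) with his tag at 25 nM final met compounds first, then biotinylated RON2 peptide at 25 nM; detection used donor plus acceptor beads, 10 µg/mL apiece, read by AlphaScreen after 30 min at room temperature.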
# LmPK inhibitor = inhibitors of Leishmania mexicana pyruvate kinase; purified LmPK, Kinase-Glo ATP luminescence, 1 h; 0.37% of 290,000 active; AID 1721; Potency, µM (highest dose often 57.5 µM), without a hit: at the top dose activity change, negative = inhibition, hits mostly inhibitors; further: potency means the concentration at half of the fitted maximal effect
# Target sequence (Q27686 whole entry, looked up): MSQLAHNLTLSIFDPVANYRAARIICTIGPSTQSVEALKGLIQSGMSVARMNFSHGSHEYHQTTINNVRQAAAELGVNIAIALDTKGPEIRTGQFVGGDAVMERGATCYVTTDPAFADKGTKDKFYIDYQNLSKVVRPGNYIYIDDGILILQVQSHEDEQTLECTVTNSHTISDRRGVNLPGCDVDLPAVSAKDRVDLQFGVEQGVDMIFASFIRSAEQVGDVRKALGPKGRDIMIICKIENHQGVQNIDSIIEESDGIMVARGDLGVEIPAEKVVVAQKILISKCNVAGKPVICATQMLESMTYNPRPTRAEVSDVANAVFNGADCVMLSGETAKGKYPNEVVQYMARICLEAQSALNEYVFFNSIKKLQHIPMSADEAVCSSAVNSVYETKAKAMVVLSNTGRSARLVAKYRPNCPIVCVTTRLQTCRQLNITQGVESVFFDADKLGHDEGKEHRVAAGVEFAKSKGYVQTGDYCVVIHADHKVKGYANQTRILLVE
#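 ATP generated from ADP (0.1 mM) and PEP (0.5 mM) by 0.1 nM LmPK over 1 h at room temperature (pH 7.2 imidazole buffer) was detected by coupled luciferase luminescence. Values were normalized to uninhibited and no-enzyme wells.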
# HCMV antiviral = blocks human cytomegalovirus replication; 4.5% of 410,000 active; activity change, negative = inhibition, % at 57.5 µM; HFF cells, HCMV-luciferase reporter, 72 h; active compounds read low; in the data active means activity change below about -60%; inconclusive means no clear call, values can overlap the other calls; inactive means above about -39%
#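 Screen run at 2 compound doses on HFFs infected with reporter HCMV, MOI 1 PFU/cell. Luciferase activity from cell lysates at 72 h post infection gave inhibition relative to buffer-only and Salinomycin wells.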
# AmpC inh no detg = blocks E. coli AmpC beta-lactamase in detergent-free assay; AID 485341; 0.52% of 330,000 active; AmpC nitrocefin hydrolysis, absorbance 480 nm, 0.0001% Triton; Potency, µM (highest dose often 57.1 µM), for inactives: at the highest dose activity change, negative = inhibition, usual class: inhibitors;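 further: potency means the concentration at half of the fitted maximal effect; plate controls were no compound for no effect and no enzyme for full effect; nearly all actives have a fitted effect of over 20% in size; some results filed as inactive show a strong effect at the top dose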
#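 AmpC (5.3 nM in the dispensed reagent) in 20 mM phosphate pH 7.0 with 0.01% (detergent screen) or 0.0001% Triton X-100 was preincubated with compounds for 15 min at room temperature. Nitrocefin was then added from an 800 uM solution, and hydrolysis was followed at 480 nm.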
# * marks the source's active call; other numbers are inactive results; ? = inconclusive; · = not tested or not shown; & = joins results of further samples; [ ] = dose if it differs, or a comment. Unless noted, the call rests on the fitted dose curve; in most records, active means well fitted curve in the direction sought with a large enough effect; inconclusive means small, poorly fitted or top-dose-only effect, or another doubt; inactive means no such curve, though single readings can be large; an effect the other way counts as inactive or inconclusive. Unless noted, on the % scale 0 is the no-effect control and ±100 the full control effect.
no. | compound | TbPYK inhibitor | AmpC detergent | HCV inh | AMA1 RON2 block | LmPK inhibitor | HCMV antiviral | AmpC inh no detg
1 | CCSc1nnc(Nc2ccccc2)s1 | 3% | -10% | -10% | -1% | -15% | 14 | -24%
2 | COc1ccc2[nH]c(=O)c(CN(C)C(=O)c3cccs3)cc2c1 | -6% | 1% | 5% | 11% | 4% | 16 | -6%
3 | CC1Oc2ccccc2N(CC(=O)N2CCCC2)C1=O (stereo not drawn) | 2% | 15% | 0% | -3% | -1% | -22 | -20%
4 | CCOc1ccccc1CNc1ccc(N2CCOCC2)c(C(=O)O)c1 | -5% | ? | -20% | 4% | 4% | 24 | -19%
5 | Nc1ccc(Cl)cc1C(=O)OCC(=O)NC1CCS(=O)(=O)C1 (stereo not drawn) | -2% | 5% | -28% | -10% | -3% | 0 | -19%
6 | OCC1(Cc2ccccc2Cl)CCN(C/C=C/c2ccccc2)CC1 | 1% | -5% | ? | -3% | 4% | -29 | 71%[activator]
7 | COc1ccc2nc(SCC(=O)NC3CCCC3)c(C)cc2c1 | 4% | -4% | -8% | 10% | 0% | -8 | -8%
8 | O=C(CC1(C(F)(F)F)OCCO1)Nc1ccc2c(c1)OCO2 | -4% | ? | 10% | -2% | -11% | 14 | -9%

# Given with two lines to a compound: entries from further up
# Below each compound: TbPYK inhibitor, AmpC detergent, HCV inh, AMA1 RON2 block, LmPK inhibitor, HCMV antiviral, AmpC inh no detg
[3] CC1Oc2ccccc2N(CC(=O)N2CCCC2)C1=O (stereo not drawn)
  2%, 15%, 0%, -3%, -1%, -22, -20%
[4] CCOc1ccccc1CNc1ccc(N2CCOCC2)c(C(=O)O)c1
  -5%, ?, -20%, 4%, 4%, 24, -19%

# More entries:
no. | compound | TbPYK inhibitor | AmpC detergent | HCV inh | AMA1 RON2 block | LmPK inhibitor | HCMV antiviral | AmpC inh no detg
9 | CS(=O)(=O)c1ccc2nc(NC(=O)CS(=O)(=O)Cc3ccccc3)sc2c1 | 4% | 1% | -21% | 5% | 3% | 44 | -33%
10 | CCOC(=O)C1=C(C)NC2=C(C(=O)CCC2)C1c1ccc(O)c(OCC)c1 (stereo not drawn) | -12% | ? | 18% | -8% | -1% | -15 | -22%
11 | Cc1ccc(OCC(=O)N2CCC(Cc3ccccc3)CC2)c([N+](=O)[O-])n1 | -6% | -21% | -4% | 8% | · | -74* | 51%
12 | Cc1ccc2nc(N/N=C/c3ccccc3C#N)nc(-c3ccccc3)c2c1 | 5% | -8% | ? | 37%[activator] | 3% | ? | 27%
13 | COc1ccc(/C=C2\SC(=N)N(c3ccc(F)cc3)C2=O)cc1OC | 0% | ? | ? | 11% | 12% | -36 | -25%
14 | Cc1ccc(-c2cnc(NCc3cc4c(cc3[N+](=O)[O-])OCO4)n2C)cc1C | 16% | -6% | -17% | -30% | 9% | ? | 118%[activator]
15 | COc1ccc(CNc2cc(C)cc(C)c2)cc1OC | · | -10% | · | · | 4% | · | 19%
16 | N=c1oc2ccccc2cc1C(=O)NCc1ccccc1 | -4% | -4% | 22% | -1% | -5% | -5 | -9%
17 | CCCN(CCC)Cc1c(C(=O)N/N=C/C(C)=C\c2ccco2)nnn1-c1nonc1N | 4% | 0% | 8.9µM* | 15% | 5% | ? | -45%
18 | Cn1c(CCNC(=O)c2ccco2)nc2cc(NC(=O)C3CCCCC3)ccc21 | 0% | 2% | 2% | 0% | 0% | 60 | -19%
19 | CC1(C)CC(=O)C(C=Nc2ccccc2)=C(O)C1 | -10% | 2% | -7% | 12% | -4% | 16 | 0%
20 | CC1CCc2c(nc3ncnn3c2N2CC(C)OC(C)C2)C1 (stereo not drawn) | 0% | ? | -24% | 4% | 0% | 25 | 0%
21 | COc1ccc(NS(=O)(=O)c2ccc(OCC(=O)N3CCN(C)CC3)cc2)cc1Cl | -3% | 1% | -3% | -4% | -5% | 18 | 65%[activator]
22 | CCC(=O)Nc1ccc(NC(=O)c2ccco2)cc1 | 1% | -11% | -4% | 0% | -16% | -2 | -17%
23 | C=CCn1c(=O)c2ccccc2n2c(SCC(=O)/C(C#N)=C(\C)N)nnc12 | -3%&0% | -12% | 5% | -10%&-13% | 3% | 10&-10 | -2%
24 | COc1ccccc1Nc1nc(-c2ccc(F)cc2)c2c(n1)-c1ccccc1OC2 | 11% | 8% | · | · | · | 0 | ·
25 | COc1ccc(S(=O)(=O)N2CCCCC2)cc1NC(=O)CCNC(=O)c1ccc(Br)cc1 | 3% | 1% | -4% | 11% | · | -7 | -28%
26 | Cc1ccc(N=Nc2c(N)nn(-c3ccccc3)c2N)cc1 | -1% | 2% | ? | -6%[2.32 µM] | 0% | 33 | -30%
27 | Cc1ccc(-n2nc(C)c3c(C)c(CCC(=O)NCc4ccccc4Cl)c(C)nc32)cc1C | -4% | -10% | · | · | · | 8 | ·
28 | Cc1ccc(CSc2nnc(NC(=O)C3COc4ccccc4O3)s2)cc1 (stereo not drawn) | -1% | -11% | 11% | 62%[activator] | 1% | -14 | -42%
29 | Cc1ccc(S(=O)(=O)NC(=O)N(C)C2CCCCC2)cc1 | -1% | 3% | 6% | 2% | 8% | -15 | -12%
30 | CCCc1nnc(NC(=O)c2cc3ccccc3oc2=O)s1 | -6% | -8% | 7% | -6% | -2% | -8 | -26%
31 | CCC(=O)Nc1nc(-c2ccccc2)nc(SC)c1C(C)=O | 2% | -1% | ? | 0% | -9% | -20 | 1%
32 | N#Cc1cccc(NC(=O)CSc2nc3c(cc2C#N)N2CCC3CC2)c1 | 10% | -1% | · | · | · | -83* | ·
33 | CCOc1ccc(NC(=O)Cn2c(=O)n(CCCCC(=O)NCCc3ccc(Cl)cc3)c(=O)c3ccccc32)cc1 | 0% | 26% | · | · | · | -4 | ·
34 | Cc1cnc(Sc2ncccc2[N+](=O)[O-])nc1 | 3% | · | 4% | -6% | · | 3 | ·
35 | O=C(CCCl)Nc1cc(SCCO)cc([N+](=O)[O-])c1 | 1% | -3% | · | 6% | -3% | -3 | -15%

# Look-ups from the results shown:
# TbPYK inhibitor result of no. 4 reads -5%
# HCMV antiviral result of no. 1 reads 14

# Exported screen by screen: eleven of the compounds above
[25] COc1ccc(S(=O)(=O)N2CCCCC2)cc1NC(=O)CCNC(=O)c1ccc(Br)cc1
[26] Cc1ccc(N=Nc2c(N)nn(-c3ccccc3)c2N)cc1
[27] Cc1ccc(-n2nc(C)c3c(C)c(CCC(=O)NCc4ccccc4Cl)c(C)nc32)cc1C
[28] Cc1ccc(CSc2nnc(NC(=O)C3COc4ccccc4O3)s2)cc1 (stereo not drawn)
[29] Cc1ccc(S(=O)(=O)NC(=O)N(C)C2CCCCC2)cc1
[30] CCCc1nnc(NC(=O)c2cc3ccccc3oc2=O)s1
[31] CCC(=O)Nc1nc(-c2ccccc2)nc(SC)c1C(C)=O
[32] N#Cc1cccc(NC(=O)CSc2nc3c(cc2C#N)N2CCC3CC2)c1
[33] CCOc1ccc(NC(=O)Cn2c(=O)n(CCCCC(=O)NCCc3ccc(Cl)cc3)c(=O)c3ccccc32)cc1
[34] Cc1cnc(Sc2ncccc2[N+](=O)[O-])nc1
[35] O=C(CCCl)Nc1cc(SCCO)cc([N+](=O)[O-])c1
assay / entry	25	26	27	28	29	30	31	32	33	34	35
TbPYK inhibitor	3%	-1%	-4%	-1%	-1%	-6%	2%	10%	0%	3%	1%
AmpC detergent	1%	2%	-10%	-11%	3%	-8%	-1%	-1%	26%	·	-3%
HCV inh	-4%	?	·	11%	6%	7%	?	·	·	4%	·
AMA1 RON2 block	11%	-6%[2.32 µM]	·	62%[activator]	2%	-6%	0%	·	·	-6%	6%
LmPK inhibitor	·	0%	·	1%	8%	-2%	-9%	·	·	·	-3%
HCMV antiviral	-7	33	8	-14	-15	-8	-20	-83*	-4	3	-3
AmpC inh no detg	-28%	-30%	·	-42%	-12%	-26%	1%	·	·	·	-15%
